# M1 PAM parental: nonselective activator or artifact in parental CHO-K1 calcium assay | ATP EC20, Fluo-8 calcium fluorescence; 0% at ATP EC20, 100% at ATP max | activation, % at 3 µM | actives 0.02% (n = 360,000) | AID 602247;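 active = activation above the run cutoff, the mean activation of all test compounds plus 3 SD, cut at about 40% in these data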;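 also: peak over basal fluorescence ratio in a 140 s read after ATP addition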
# M1 ag: human M1 muscarinic receptor agonism. CHO-K1 hM1, Fluo-8 calcium fluorescence, agonist mode; 0% DMSO, 100% acetylcholine EC100. activation, % at 3 µM. actives 0.33% (n = 360,000). AID 588814;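 active = activation above the run's mean compound activation plus 3 SD, cut at about 16% in these data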;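 also: peak over basal fluorescence ratio within a 140 s kinetic read after compound addition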
# TAAR1 ag: human TAAR1 agonism | CHO RD-HGA16 TAAR1, Fluo-8 calcium fluorescence; vehicle wells 0%, saturating PEA agonist 100% | activation, % at 3 µM | actives 0.99% (n = 360,000);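 active = activation above the mean activation of all test compounds in the run plus 3 SD, cut at about 38% in these data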
# Target sequence (Q96RJ0 whole entry, looked up): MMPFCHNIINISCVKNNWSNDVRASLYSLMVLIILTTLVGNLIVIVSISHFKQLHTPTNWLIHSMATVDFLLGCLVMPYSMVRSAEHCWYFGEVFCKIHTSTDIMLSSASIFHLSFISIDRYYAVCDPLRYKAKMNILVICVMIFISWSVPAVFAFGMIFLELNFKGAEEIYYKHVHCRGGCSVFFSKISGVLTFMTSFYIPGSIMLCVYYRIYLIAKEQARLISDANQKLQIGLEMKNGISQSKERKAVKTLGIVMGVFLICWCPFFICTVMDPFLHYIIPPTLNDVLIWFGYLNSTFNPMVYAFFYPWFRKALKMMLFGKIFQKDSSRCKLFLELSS
#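 Test system: RD-HGA16 (CHO) cells co-expressing Gα16 and hTAAR1 | Doses: Single dose, 3 µM | Schedule: 17-24 h seeding, 75 min 37 °C dye, 30 min RT | Evaluation: % activation from peak over basal fluorescence ratio, DMSO-to-PEA scaled | Technique: Kinetic Fluo-8 calcium fluorescence | Benchmarks: Low control DMSO, high control PEA (EC100)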
# CHRM1 antagonist: human CHRM1 antagonism; P11229; CHO-K1 hM1, Fluo-8 calcium fluorescence, ACh EC80 antagonist; inhibition, % at 3 µM; actives 1.3% (n = 360,000); AID 588852;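 active = percent inhibition above its own plate's cutoff, namely the mean of that plate's compound wells plus 3 SD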;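 also: peak over basal fluorescence ratio during 140 s after agonist addition; 0% = ACh EC80 plus DMSO and 100% = DMSO alone without agonist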
# OXTR potentiator: human OXTR potentiation; activation, % at 3 µM; actives 0.061% (n = 320,000); CHO-OTR cells, Fluo-8 calcium fluorescence, potentiator mode; 0% = oxytocin EC15, 100% = EC100; AID 2445;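 active = activation above that plate's cutoff, the mean activation of tested compounds plus 3 SD, cut at about 6.6% in these data, passing the limit was not always enough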;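 also: 100% uses oxytocin at 75 nM as the full agonist control; some results filed as inactive read as strong as hits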
# Target sequence (P30559 whole entry, looked up): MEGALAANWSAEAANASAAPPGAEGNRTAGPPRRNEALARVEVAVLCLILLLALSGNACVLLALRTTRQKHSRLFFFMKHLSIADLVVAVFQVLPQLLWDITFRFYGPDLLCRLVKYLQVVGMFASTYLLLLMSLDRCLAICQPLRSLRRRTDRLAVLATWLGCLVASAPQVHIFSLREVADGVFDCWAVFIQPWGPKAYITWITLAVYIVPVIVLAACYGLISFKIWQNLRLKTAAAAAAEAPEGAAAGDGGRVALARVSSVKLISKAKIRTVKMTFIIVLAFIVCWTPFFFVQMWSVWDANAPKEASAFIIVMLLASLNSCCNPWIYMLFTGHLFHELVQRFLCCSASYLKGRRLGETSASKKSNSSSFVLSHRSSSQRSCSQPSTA
#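 Material: human OTR in CHO cells. Compound: 3.0 µM, one dose. Timing: compound 6 min at room temperature before oxytocin, 100 s read. Evaluation: % activation of max/min ratio relative to oxytocin controls. Replication: single well per compound, singlicate. Signal: Fluo-8 calcium dye fluorescence.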
# CHO-K1 Ca ag: M1 agonist counterscreen hit in parental CHO-K1 cells; Fluo-8 calcium fluorescence; scaled to maximal ATP response, vehicle zero; activation, % at 3 µM; actives 0.48% (n = 360,000); AID 602248; in the data active = activation above about 15%;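 also: untransfected CHO-K1 host cells lacking M1 receptor as counterscreen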
# TAAR1 antag: human TAAR1 antagonism; Q96RJ0; CHO RD-HGA16 TAAR1, Fluo-8 calcium fluorescence, antagonist; inhibition, % at 3 µM; actives 1.5% (n = 360,000); AID 624466;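 active = inhibition above a per-plate cutoff, the mean inhibition of test compounds on that plate plus 3 SD, cut at about 49% in these data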;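 also: 0% = DMSO plus EC80 beta-PEA response and 100% = DMSO alone without agonist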
#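 Test system: CHO RD-HGA16 cells bearing hTAAR1 | Reagent: β-PEA, EC80 | Compound dosing: 3 µM, single point | Schedule: Dye loading 75 min at 37 °C, then 30 min room temperature | Signal: Calcium fluorescence with Fluo-8 | Evaluation: Percent inhibition of PEA-evoked calcium signal, max/basal emission ratio | Control set: DMSO-only wells and EC80 β-PEA-stimulated wells | Repeats: Singlicate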
# CHO-K1 Ca antag: nonselective inhibitor or artifact in parental CHO-K1 cells; ATP-induced calcium, Fluo-8 fluorescence; inhibition, % at 3 µM; actives 0.6% (n = 360,000); AID 602250;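 active = inhibition above a per-plate cutoff, the plate's mean sample inhibition plus 3 SD, cut at about 24% in these data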;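 also: 0% = DMSO plus EC80 ATP and 100% = DMSO alone without ATP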
# CHO parental Ca: counter-screen for OX1R antagonists: effect in parental CHO cells; actives 0.63% (n = 330,000); inhibition, % at 5.6 µM; parental CHO-K1, ATP-induced calcium, Fluo-8 fluorescence;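 active = inhibition above that plate's mean sample inhibition plus 3 SD, cut at about 26% in these data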;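 also: 0% = ATP-challenged DMSO wells and 100% = DMSO wells without ATP; some compounds past the cut are filed as inactive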
#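 test system = CHO parental line | reagent = ATP stimulus | measured by = intracellular calcium via Fluo-8 no-wash fluorescent dye | control set = ATP and no-ATP DMSO wells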
# * marks the source's active call; other numbers are inactive results; . = no result given.
canonical_smiles	M1 PAM parental	M1 ag	TAAR1 ag	CHRM1 antagonist	OXTR potentiator	CHO-K1 Ca ag	TAAR1 antag	CHO-K1 Ca antag	CHO parental Ca
Cc1c(NC(=O)C(C)OC(=O)C(NC(=O)c2ccco2)C(C)C)c(=O)n(-c2ccccc2)n1C (stereo not drawn)	21	-3	2	-6	0	0.4	5	-13	-5
c1ccc2[nH]c(Cn3nnc4ccccc43)nc2c1	3	-2	6	0	1	-0.1	12	-10	-16
CCOC(=O)c1cc(S(=O)(=O)NCc2ccco2)cn1C	1	-2	4	-2	0	0.9	-23	-10	1
COc1ccc(NS(=O)(=O)c2cccc(C(=O)N3CCN(c4ccccc4O)CC3)c2)cc1	-17	-1	8	7	-19	4.7	2	2	-14
CCOc1ccc(CCNC(=O)CN2C(=O)NC3(CCc4ccccc43)C2=O)cc1OCC (stereo not drawn)	7	-2	0	2	-6	4.5	2	3	-8
Cc1ccc(NC(=O)NNC(=O)c2cc3ccccc3cc2O)cc1C	25	1	5	-8	-7	4.6	-18	-4	2
Cc1cc2cc(C)c3nnc(SCC(=O)N4CCN(C(=O)c5ccco5)CC4)n3c2cc1C	17	-8	8	-13	1	0.4	-8	-14	-25
c1ccc(COc2ncnc3c2ncn3CCCN2CCN(c3ccccn3)CC2)cc1	10	-9	0	-9	.	2.3	-4	-13	.
CCC(C)[C@H](NC(=O)NCc1ccco1)C(=O)OC (stereo partly drawn)	6	0	2	-15	0	0.2	-16	-4	-11
CCOC(=O)N1CCN(/C=C(\C#N)c2nc3ccccc3s2)CC1	15	3	15	-4	-17	0.5	-1	0	4
CCOc1ccc(S(=O)(=O)N(CC(=O)NCC(F)(F)F)Cc2ccco2)cc1	8	-8	1	-1	-9	1.6	-14	1	-20
COC(=O)c1sc(S(=O)(=O)N2CCC(C(N)=O)CC2)c(C(=O)OC)c1C	21	2	4	-8	-5	1.3	2	-5	-3
O=[N+]([O-])c1ccccc1S(=O)(=O)N1CCN(Cc2ccc3c(c2)OCO3)CC1	13	-13	1	4	9	0.8	9	-2	-14
O=C1S/C(=C\c2ccc(Cl)cc2)C(=O)N1CCn1cnnn1	9	-2	3	-8	-4	3.3	-7	2	-6
O=C(CNC(=O)c1cccs1)NC1=NCCS1	17	-5	4	-7	4	-0.2	-6	-12	-7
O=C(CSc1nnc(-c2c[nH]c3ccccc23)n1-c1ccc(F)cc1)NCc1ccco1	14	4	6	-22	-6	0.2	-16	-9	-22
Cc1ccc(CNC(=O)CCCC(=O)O)cc1	18	-5	7	-11	-2	0.4	-13	-10	-8
O=C(NC1CCC1)C1CCC(=O)N(Cc2ccc(Cl)cc2)C1 (stereo not drawn)	-11	-5	1	-16	.	0.9	5	-8	.
Cc1ccc2ncccc2c1	2	-3	3	-9	-8	-0.5	5	0	-14
CC(=O)Nc1ccc(S(=O)(=O)N[C@@H](C)C(=O)OCc2cc([N+](=O)[O-])cc3c2OCOC3)cc1	12	-4	1	-30	-3	0.8	-20	-12	-20
CC(=O)Nc1nc2cc([N+](=O)[O-])ccc2s1	7	-1	3	-2	-2	1.9	12	-13	-5
CC(=O)Nc1ccc(-c2nnc(SCc3ccccc3C#N)n2C)cc1	-1	-6	11	13	-3	0.2	0	-1	-6
CC(=O)Nc1ccc(S(=O)(=O)NC2(C(F)(F)F)NC(=O)N(Cc3ccccc3)C2=O)cc1 (stereo not drawn)	17	-2	1	-6	10	0.8	-22	-7	3
COc1ccc(C(N)=O)c(OCC(=O)Nc2cc(C)on2)c1	5	0	2	-4	-5	8.6	-19	3	2
O=C(O)c1ccccc1-c1ccccc1C(=O)Nc1ccc2oc(=O)c3ccccc3c2c1	-8	0	-1	-5	.	0.4	-4	12	.

# Further structures.
canonical_smiles	M1 PAM parental	M1 ag	TAAR1 ag	CHRM1 antagonist	OXTR potentiator	CHO-K1 Ca ag	TAAR1 antag	CHO-K1 Ca antag	CHO parental Ca
O=C(NCc1cccnc1)C(=O)Nc1nc2ccccc2s1	12	-3	1	-9	-10	0.0	10	-5	-6
Cc1noc(C)c1CSCC(=O)Nc1nc2ccc(S(C)(=O)=O)cc2s1	2	-2	4	-2	-2	-0.2	1	-4	-19
O=C(CNc1ccccc1N1CCCC1=O)Nc1cc(C(F)(F)F)ccc1-n1cncn1	-3	-1	4	-4	.	0.3	-13	-6	.
CN(C)c1ccc(N2CC(C)(C)C2=O)cc1	8	-6	2	6	-5	4.9	-5	3	4
Cn1nc(NC(=O)C(F)(F)F)c2ncc(-c3ccc(Cl)cc3)nc21	-9	-4	-2	2	-5	-0.3	-10	-8	-4
CCOC(=O)c1ccc(NC(=S)N2CCCC(C(=O)N3CCCC3)C2)cc1 (stereo not drawn)	2	-4	0	-3	-2	7.4	-3	3	-14
COc1ccc(NC2CCCN(C(=O)COc3ccc(C)cc3)C2)cc1 (stereo not drawn)	-6	-2	-1	-6	0	0.3	-11	0	-20
COc1ccccc1-n1c(=S)sc2c(=O)n(Cc3ccco3)c(SC)nc21	14	-7	6	3	-1	0.1	18	-5	-13
C=CCn1c(C)cc(C(=O)COC(=O)c2ccc(N)c([N+](=O)[O-])c2)c1C	9	10	18	6	-9	8.7	32	-2	-7
CCOc1cccc(-c2nnc(SCC(=O)Nc3ccc(OC)c(OC)c3)n2N)c1	4	-4	4	-7	-2	0.2	-6	9	2
CN(C)c1ccc(/C=N/N(CCO)C2=NS(=O)(=O)c3ccccc32)cc1	3	-5	2	-5	-16	0.4	6	-8	53*
O=C(CN1CCN(S(=O)(=O)N2CCCCC2)CC1)Nc1ccc(Br)cc1	0	0	3	6	-3	5.4	9	-5	-6
COC(=O)Nc1cc(C)n(-c2ccccc2)n1	10	2	6	-9	-5	0.5	-20	-6	-9
COc1cccc(CNC(=O)c2ccc(S(=O)(=O)N3CCOCC3)cc2)c1	-2	-4	3	-3	.	0.9	-7	4	.
CC1(C(=O)NC2CCCCC2)CCC(=O)N1CCOc1ccccc1 (stereo not drawn)	-2	-4	20	7	.	0.2	-27	11	.
CC(C)CCN(C(=O)c1csnn1)C(C(=O)NC1CCCC1)c1ccc(F)cc1 (stereo not drawn)	-7	-6	3	8	-8	0.0	0	1	-12
COc1ccc(-c2[nH]ncc2CN2CCN(Cc3cccs3)CC2)cc1F	19	-6	1	-3	3	0.8	-28	-10	-15
Cc1ccc(OCCNC(=O)c2cc(=O)[nH]c3ccccc23)cc1	20	-2	-1	-12	2	0.7	-11	-11	-9
O=C(Nc1ccccc1)c1cc(S(=O)(=O)N2CCSCC2)ccc1Cl	10	-4	4	5	4	3.4	13	-8	-6
COC(=O)CCC(=O)COc1ccc(OC)cc1C#N	2	-2	14	-12	-2	0.2	-2	-4	-9
CCOc1ncccc1C(=O)NCCc1ccc(Cl)cc1	11	-3	16	-2	-3	0.7	-7	-8	-15
COC(=O)CC1C(=O)NCCN1C(=O)Nc1ccc(Cl)cc1 (stereo not drawn)	8	-2	2	-2	-3	0.0	-14	-7	-4
Cc1cn([C@H]2C[C@H](O)[C@@H](CNC(=O)[C@H](N)C3CC3)O2)c(=O)[nH]c1=O	5	0	0	-9	.	0.1	-2	-3	.
CN(Cc1ccccc1Cl)C(=O)CNC(=O)C12CC3CC(CC(C3)C1)C2	-6	0	18	10	1	0.9	-5	0	1
COc1ccc(CCN2C(=O)NC(NC(=O)CCc3ccccc3)(C(F)(F)F)C2=O)cc1OC (stereo not drawn)	28	-3	1	-10	-9	0.9	-12	-9	-11

# Additional structures
canonical_smiles	M1 PAM parental	M1 ag	TAAR1 ag	CHRM1 antagonist	OXTR potentiator	CHO-K1 Ca ag	TAAR1 antag	CHO-K1 Ca antag	CHO parental Ca
Cc1ccc(C)c(S(=O)(=O)N2CCN(C(=O)C3CC3C)CC2)c1 (stereo not drawn)	-18	-4	1	7	-9	0.5	-25	-2	1
CC(C)=C1SC(N2CCCCC2)=NC1=O	10	-7	10	-31	-3	2.8	6	-13	-3
Cc1ccc(CCN2CCN=C2Nc2ccccc2)cc1	11	-11	11	-4	-4	0.0	7	-4	6
O=C(c1ccncc1)N1N=C(C2CC2)CC1(O)C(F)(F)F (stereo not drawn)	-2	-7	2	1	2	-0.3	1	-1	-8
CCN1CCN(C(=O)C2CCN(S(=O)(=O)c3ccc(SC)cc3)CC2)CC1	7	-9	-2	3	-6	7.4	5	9	-4
CCc1c(C)nc2ncnn2c1NCCc1ccc(OC)c(OC)c1	15	-3	6	4	-6	5.1	-5	-3	-12
CC(C)(C)c1ccc(S(=O)(=O)N2CCc3nc4ccccc4c(C(=O)O)c3C2)cc1	7	-3	2	-13	-16	-0.3	-11	-7	-3
CCCCn1c(N)c(N(CCOC)C(=O)CSc2nc3ccc(C)cc3[nH]2)c(=O)[nH]c1=O	9	-3	5	-6	-8	0.2	-13	-11	-5
Cc1cccc(CN2CCN(C3CN(Cc4cn(Cc5cc(C)cc(C)c5)nn4)S(=O)(=O)C3)CC2)c1 (stereo not drawn)	27	.	3	.	.	2.8	-14	-34	.
Cc1snc(SCC(=O)c2ccc([N+](=O)[O-])cc2)c1C#N	-6	-1	7	10	.	0.0	8	-5	.
Cc1ccc(/C=N/Nc2nncc(-c3ccccc3)n2)o1	4	-3	4	1	0	1.5	9	4	-23
CCOc1ccc(Oc2c(/C=N/NC(=O)C3CC3)c(C)nn2-c2ccccc2)cc1	-13	-8	-1	-7	-7	-0.4	-28	23	-15

# Random excerpt: 5 compounds from above, in no set order.
canonical_smiles	M1 PAM parental	M1 ag	TAAR1 ag	CHRM1 antagonist	OXTR potentiator	CHO-K1 Ca ag	TAAR1 antag	CHO-K1 Ca antag	CHO parental Ca
Cc1cccc(CN2CCN(C3CN(Cc4cn(Cc5cc(C)cc(C)c5)nn4)S(=O)(=O)C3)CC2)c1 (stereo not drawn)	27	.	3	.	.	2.8	-14	-34	.
Cc1ccc(CCN2CCN=C2Nc2ccccc2)cc1	11	-11	11	-4	-4	0.0	7	-4	6
CCc1c(C)nc2ncnn2c1NCCc1ccc(OC)c(OC)c1	15	-3	6	4	-6	5.1	-5	-3	-12
CCCCn1c(N)c(N(CCOC)C(=O)CSc2nc3ccc(C)cc3[nH]2)c(=O)[nH]c1=O	9	-3	5	-6	-8	0.2	-13	-11	-5
CCOc1ccc(Oc2c(/C=N/NC(=O)C3CC3)c(C)nn2-c2ccccc2)cc1	-13	-8	-1	-7	-7	-0.4	-28	23	-15

# Screening results as filed in PubChem.
